# Statin myotox sup = suppression of simvastatin myotoxicity; C2C12 myotubes + simvastatin, ATP luminescence, 48 h; scaled: DMSO 0, geranylgeraniol control 100; rescue of ATP level, % at 7.49 µM; hit rate 0.78% among 330,000;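 active = mean ATP rescue above about 67%, or every replicate alone reaching that limit, limit read from the data, passing the limit was not always enough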;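 also: myotubes were challenged with 10 µM simvastatin during compound exposure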
# GSIS activator = primary screen for activators of insulin secretion dependent on glucose, INS-1E cells, GLuc reporter luminescence; INS-1E GLuc reporter insulin secretion, 2-3 h; activation, % at 16.6 µM; hit rate 0.61% among 370,000;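 active = lowest replicate activation of at least 40%, so every replicate reaches that level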;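 also: 0% = median of neutral control wells and 100% = median of IBMX positive control wells; some compounds called inactive have numbers as strong as hits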
# LGR2 antag = blocks bursicon-induced cAMP signaling via Drosophila LGR2; inhibition, % at 9.99 µM; AID 720647; hit rate 0.35% among 380,000; HEK293 LGR2, CRE-luciferase, bursicon-stimulated, 4 h;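 active = drop in luminescence signal, shown as inhibition above about 50% in the replicate tests, limit read from the data, passing the limit was not always enough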;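 also: agonist challenge used bursicon conditioned medium at about half maximal strength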
# PAX8 reporter = lowers PAX8-driven luciferase in RMG-I cells | RMG-I TPO-luciferase reporter, SteadyGlo, 24 h | inhibition, % at 12.6 µM | AID 652154 | hit rate 1.2% among 360,000;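 active = mean replicate inhibition at least 60% with every replicate also reaching 60%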;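 also: luciferase light reporting Pax8 driven TPO promoter activity; plate controls were median of neutral control wells for no effect and mitoxantrone controls for full effect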
# PGC1a acetyl inh = PGC1a acetylation modulation, inhibitor mode; hit rate 0.17% among 350,000; U2OS PGC1a acetylation, AlphaScreen anti-acetyl-lysine; with virally co-expressed GCN5 acetyltransferase; inhibition, % at 15.6 µM; AID 651687;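 active = every replicate shows inhibition of at least 40%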;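 also: 0% = neutral control wells and 100% = positive control wells; some results beyond the cut were filed as inactive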
# Cneo AK release = causes C. neoformans cell lysis; adenylate kinase release luminescence, 4 h; normalised: neutral wells 0, clomiphene wells 100; lysis activity, % at 15 µM; hit rate 0.2% among 360,000; AID 651654;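 active = mean lysis activity across replicates of at least 80%, whatever share of replicates individually reach that level; inactive = mean lysis activity below 80%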
#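 Material – Cryptococcus neoformans yeast cells · Quantity – 5 × 10^6 yeast cells/mL · Buffer or medium – YPD medium · Compound – single dose · Timing – 4 h static compound exposure, 37 °C, read 1 h post-reagent · Signal – adenylate kinase release luminescence · Read-out basis – lysis from increased AK signal · Benchmarks – Clomiphene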
# ARNT-TACC3 inh = ARNT/TACC3 interaction disruption; Q9Y6A5; AlphaScreen His-ARNT PAS-B/GST-TACC3 binding, luminescence; TACC3 fragment carries E629A point mutation; inhibition, % at 9.99 µM; hit rate 0.66% among 390,000; AID 623870;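 active = mean inhibition of replicates at least 50% and at least half of replicates each reaching 50%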;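 also: 0% = complete ARNT plus TACC3 wells and 100% = ARNT alone without TACC3; many hits fall short of the cut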
# PglD inh = inhibitors of Campylobacter jejuni PglD acetyltransferase | purified PglD enzyme, DTNB colorimetric CoA detection | inhibition, % at 12.5 µM | hit rate 0.098% among 360,000 | AID 602405; in the data active = inhibition above about 16%, passing the limit was not always enough; also: strong numbers were not always called active
# Numbers without * were called inactive; nt = not tested or not shown.
SMILES,Statin myotox sup,GSIS activator,LGR2 antag,PAX8 reporter,PGC1a acetyl inh,Cneo AK release,ARNT-TACC3 inh,PglD inh
Cc1ccc(S(=O)(=O)N2CCC(C(=O)OCC(=O)N3CCCC(C)C3)CC2)cc1C (stereo not drawn),-2,15,1,2,nt,-1,-3,-1
COc1cccc(NC(=O)C2CCN(S(=O)(=O)c3ccc4c(c3)C(C)(C)C(=O)N4C)CC2)c1,1,-9,-5,8,-23,1,-18,nt
COC(=O)c1ccc(CSc2nc3c(cnn3-c3ccc(C)cc3)c(=O)[nH]2)o1,3,nt,nt,nt,-11,-1,1,-10
CCN(CC)S(=O)(=O)c1ccc(N2CCOCC2)c(NC(=O)c2ccccc2)c1,nt,-3,-6,3,nt,nt,1,nt
CCNC(=O)NC1(C(=O)Nc2ccc3c(c2)OCCO3)CCCCC1,54,nt,nt,-1,4,-2,0,-1
CCSc1nc(N)c(NC(=O)c2ccc(Br)o2)c(=O)[nH]1,10,7,4,nt,6,1,0,-1
O=C(Cc1sc(Nc2ccccc2)nc1-c1ccccc1)NCc1ccccc1,-11,32,-68,-12,nt,nt,4,nt
O=C(CSc1nnc(-c2ccc(F)cc2)o1)NC1CCCC1,2,0,7,-16,-5,0,nt,5
CC1CCCCC1NC(=O)CN1C(=O)NC(C)(c2ccc(OC(F)F)cc2)C1=O (stereo not drawn),nt,-7,13,nt,-6,nt,-7,nt
Cc1cccc(C)c1-n1c(C)cc(/C=C2\C(=O)NN(c3ccccc3)C2=O)c1C,-7,nt,nt,nt,15,-16,nt,-5
Cc1cc(=O)[nH]c2[nH][nH]c(=O)c12,0,22,-10,nt,0,-1,-21,1
COc1ccccc1CNC(=O)CN1C(=O)NC(Cc2ccccc2)(c2ccccc2)C1=O (stereo not drawn),5,-11,-2,23,-6,-5,2,-1
Cc1noc(C)c1S(=O)(=O)Nc1ccc2c(c1)C(=O)N([C@H](C)CO)C[C@H](C)[C@H](CN(C)Cc1ccc(C(=O)Nc3ccccc3N)cc1)O2,nt,5,3,-22,-10,nt,nt,nt
S=C(NCc1cccnc1)Nc1cccc(Cl)c1,4,1,0,nt,nt,0,7,-4
O=C(CCc1ccc(S(=O)(=O)NC2CCCCC2)cc1)NCc1ccccc1,14,nt,nt,nt,3,2,-5,-1
CN(C)c1ccc2c(c1)[C@H]1C[C@H](CC(=O)NCc3ccccc3)O[C@@H](CO)[C@H]1O2,-5,6,-13,5,-2,-2,2,1
CCCCN(C=O)c1c(CC)nc2c(OCc3ccccc3C)cccn12,4,5,-11,25,nt,0,nt,7
COC(=O)c1sccc1NC(=O)C1C2C=CC(C2)C1C(=O)O (stereo not drawn),8,nt,nt,nt,-1,-1,-5,-2
COc1ccc(Cc2nnc(CCc3ccccc3)s2)cc1,14,-16,-9,-8,4,-2,-10,4
CCn1cc(CN2CCN(CCC(C)C)C(CCO)C2)c2ccccc21 (stereo not drawn),2,-9,11,9,-4,-2,2,10
Cc1ccccc1NC(=O)C(C#N)Cc1cccnc1 (stereo not drawn),-6,nt,nt,6,13,-3,-3,4
Cc1nc2scc(C)n2c(=O)c1S(=O)(=O)N1CCN(c2cccc(C(F)(F)F)c2)CC1,16,-13,14,13,nt,2,nt,6
CC1(C(=O)NS(=O)(=O)c2ccccc2)CCN1C(=O)CC1CCCCC1 (stereo not drawn),22,-10,-13,8,nt,1,nt,4
C/C=C/c1ccc(OCC(=O)O)c(OC)c1,12,-11,1,0,4,5,6,3
CCCC#Cc1ccc2c(c1)O[C@H](CN(C)C(=O)C1CCCCC1)[C@H](C)CN([C@@H](C)CO)S2(=O)=O,-77,-17,-9,nt,-1,nt,nt,nt

# Other structures:
SMILES,Statin myotox sup,GSIS activator,LGR2 antag,PAX8 reporter,PGC1a acetyl inh,Cneo AK release,ARNT-TACC3 inh,PglD inh
C[C@@H]1CN([C@H](C)CO)C(=O)c2cccc(NC(=O)c3cnccn3)c2O[C@@H]1CN(C)C(=O)Nc1ccc(C(F)(F)F)cc1,-11,2,-2,-4,-4,3,-9,3
CC1CCCN(S(=O)(=O)c2ccc(NC(=O)C3CCN(C(=O)C(C)(C)C)CC3)cc2)C1 (stereo not drawn),2,-46,1,3,3,0,nt,1
Cc1cccc(S(=O)(=O)N2C[C@@H](O)COC[C@H]3O[C@@H](CC(=O)NCCCN4CCOCC4)CC[C@@H]32)c1,-11,9,13,-13,-4,-5,0,2
CC(C)c1ccc(-n2c(-c3ccccc3)c[n+]3c2CCc2ccccc2-3)cc1,nt,-66,54*,90*,-4,nt,0,nt
CS(=O)(=O)c1ccc(C(=O)CN2C(=O)NC3(CCCc4ccccc43)C2=O)cc1 (stereo not drawn),-6,-2,-15,1,16,-1,-3,3
Cn1c(=O)c2c(nc(NCCOc3ccc(F)cc3)n2C)n(C)c1=O,nt,-4,8,2,-11,nt,-16,nt
C[C@@H]1CN([C@@H](C)CO)S(=O)(=O)c2ccc(-c3cncnc3)cc2O[C@H]1CN(C)C(=O)Cc1ccncc1,-20,21,-13,-1,9,0,-10,-2
CCOC(=O)c1c(N2C(=O)CC(Sc3ccccc3C(=O)O)C2=O)sc(C)c1C (stereo not drawn),-14,-38,-1,-11,5,nt,nt,nt
CC(C)(C)OC(=O)NCCc1nnc(S(=O)(=O)Cc2ccc(Cl)cc2Cl)o1,-5,nt,nt,nt,-26,-6,-6,13
CCCCCc1ccc(-c2cn(CN3C(=O)c4ccccc4C3=O)nn2)cc1,0,-9,4,-18,nt,0,-46,5
Fc1ccc(CN2CCSCC2)cc1Br,42,-7,-5,nt,-5,0,-9,0
O=C(C[C@H]1C[C@H]2c3cc(NC(=O)C4CCOCC4)ccc3O[C@H]2[C@H](CO)O1)NCc1cccnc1,1,12,-11,-18,-2,5,0,-4
COc1cc(C(=O)NCCC(=O)NC2CCCc3ccccc32)cc(OC)c1OC (stereo not drawn),-4,12,10,-5,-1,-1,-1,1
CC(=O)C1=CCC(c2ccc(Br)cc2)N(S(=O)(=O)c2ccc(C)cc2)C1 (stereo not drawn),0,-15,-2,22,1,0,nt,-4
CC(=O)N1[C@@H]2c3ccc(-c4ccccc4F)c(=O)n3C[C@H]1[C@H](CO)[C@H]2C(=O)NC1CCC1,-3,9,-14,-12,23,-4,-10,-2
COc1cc(NC(=O)Cc2ccccc2)nc(OC)n1,-2,nt,nt,nt,3,-2,2,5
O=S(=O)(NCc1nnnn1-c1ccc(F)cc1)c1ccc(F)cc1,-3,9,14,-7,-13,0,nt,0
COc1cc(NC(=O)c2ccc3c(c2)OCO3)ccc1NC(=O)c1ccco1,-5,nt,nt,nt,-5,-5,-4,3
COc1ccc2c(c1OC)C(=O)N(c1cccc(C)c1)C2,-23,nt,nt,nt,-3,-5,-3,-8
Cc1ccc(CNC(=O)CSc2ncn[nH]2)cc1,13,4,-5,-4,nt,0,-14,-1
CCC(=O)N1CC2(C1)[C@H](c1ccc(-c3ccc(F)cc3)cc1)[C@@H](CO)N2C(=O)CC,nt,-7,-2,-3,-1,nt,nt,nt
Nc1nonc1-n1nnc(C(=O)N/N=C\c2cccc(Cl)c2)c1CN1CCOCC1,19,-10,8,-11,nt,1,nt,5
NC(=S)N=Nc1ccc(O)cc1,nt,-5,-50,-45,nt,nt,37,nt
CCN1CCCC1Cn1cnc2c([nH]c3ccc(Cl)cc32)c1=O (stereo not drawn),99*,nt,nt,nt,-6,-5,-11,-1
COc1cccc(C(=O)CSc2nc3ccccc3n2CC(=O)N(C(C)C)C(C)C)c1,nt,nt,nt,nt,2,0,11,0

# (listing goes on)
SMILES,Statin myotox sup,GSIS activator,LGR2 antag,PAX8 reporter,PGC1a acetyl inh,Cneo AK release,ARNT-TACC3 inh,PglD inh
CCOc1cc(S(=O)(=O)N2CC=C(c3ccc(F)cc3)CC2)c(OCC)cc1-n1cnnn1,-11,3,0,nt,-9,-1,-4,2
Cc1nc2ccccc2c(=O)n1/N=C/c1ccc(F)cc1,-2,-2,-21,-17,nt,-1,0,3
COc1ccc(S(=O)(=O)Nc2ccc3c(c2)CC(=O)N([C@@H](C)CO)C[C@H](C)[C@@H](CN(C)C(=O)NC(C)C)O3)cc1,0,21,10,nt,13,0,15,6
COc1cccc(/C=N/NC(=O)CCc2c(C)n[nH]c2C)c1,40,nt,nt,nt,nt,4,1,1
COc1ccccc1-n1cc(-c2ccc([N+](=O)[O-])cc2)[nH]c1=S,-2,5,-7,-12,-5,-4,-9,6
O=C(O)c1cc(N/N=C/c2ccc(-c3ccc(F)cc3)o2)ccc1Cl,-21,5,-26,-103,-2,0,4,0
CC(C)c1cc(-c2cc(C(=O)NCc3ccccc3)on2)nc(NC2CCCC2)n1,-4,nt,13,12,nt,-1,-4,-1
C[C@@H]1CN([C@@H](C)CO)S(=O)(=O)c2ccc(-c3ccncc3)cc2O[C@H]1CN(C)C(=O)Nc1ccc(F)cc1,nt,-5,12,nt,-5,-2,-9,9
COc1ccc(S(=O)(=O)Nc2ccc3c(c2)C(=O)N([C@H](C)CO)C[C@H](C)[C@@H](CN(C)C(=O)c2ccncc2)OCCCC[C@H](C)O3)cc1,nt,0,-3,3,-3,-2,-12,0
CO[C@H]1CC[C@H]2CCOc3ccc(C#N)cc3C(=O)N(C)C[C@H](c3ccccc3)CC(=O)N(C)C[C@@H]1O2,19,5,17,10,nt,2,-4,1
CC(=O)N1CCN(C(=O)c2cccc(S(=O)(=O)Nc3ccc(C)cc3)c2)CC1,-4,nt,nt,nt,-6,-5,-7,-5
COC(=O)CCCC1=CC2=CC(=O)C(C)(OC(=O)c3cccs3)C(=O)C2=CN1CCc1ccccn1 (stereo not drawn),-1,-6,12,17,3,-2,10,3
Cc1ccc(S(=O)(=O)N(C)C[C@@H]2OCCCC[C@@H](C)Oc3ccc(NC(=O)Nc4ccc(F)cc4)cc3C(=O)N([C@@H](C)CO)C[C@@H]2C)cc1,nt,20,-9,-9,5,-8,0,-12
Oc1c(Br)cccc1/C=N/c1ncn[nH]1,9,-8,12,-1,-5,2,51*,-3
CCc1ccccc1NC(=O)CN(C)S(=O)(=O)c1ccc2c(c1)c(=O)n(C)c(=O)n2C,-54,9,-26,5,4,-2,-15,nt
O=C(O)C1CCN(S(=O)(=O)c2cccnc2)CC1,13,-18,9,nt,2,-2,-5,-6
C[C@@H]1CN([C@H](C)CO)C(=O)c2cccc(NC(=O)C3CCOCC3)c2O[C@@H]1CN(C)Cc1ccc(C(=O)Nc2ccccc2N)cc1,110*,6,-7,nt,14,2,5,-1
Cc1noc(C)c1CSc1nnc(C)c(=O)[nH]1,9,nt,nt,-1,3,-1,-6,-2
COc1cc(C(=O)Nc2nc3ccccc3[nH]2)cc(OC)c1OC,-16,nt,nt,nt,8,-2,1,1
COC(CNC(=O)C1CCCN1C(=O)OCc1ccccc1)OC (stereo not drawn),nt,-3,11,-7,nt,nt,6,nt
CC1(C(=O)Nc2ccc3c(c2)OCO3)CCN1C(=O)CCC1CCCC1 (stereo not drawn),5,nt,nt,1,nt,-18,nt,-4
Cc1noc(C)c1NC(=O)N(C)C[C@H]1Oc2ccc(N(C)C)cc2C(=O)N([C@H](C)CO)C[C@H]1C,-21,28,1,-13,-11,1,3,1
CC1=C(C(=O)OCC2CCCO2)C(c2ccncc2)C2=C(CC(C)(C)CC2=O)N1 (stereo not drawn),17,nt,nt,nt,9,1,-6,-2
C[C@H](CO)N1C[C@H](C)[C@@H](CN(C)C(=O)C2CC2)Oc2cc(-c3cccnc3)ccc2S1(=O)=O,-51,-4,-2,nt,8,nt,nt,nt

# Rows are unselected. About 2.9% of those tested had a hit in this group.
